Runt-SMMHC FRET: inhibitors of RUNX1 Runt–CBFb-SMMHC binding, primary screen, biochemical, FRET, Cerulean-Runt, Venus-CBFb-SMMHC, uHTS; Cerulean-Runt/Venus-CBFb-SMMHC FRET ratio 530/480, 1 h; AID 1434, 2008; inhibition, % at 20 µM; actives 0.74% (n = 220,000); Runt-related transcription factor 1 (Homo sapiens) + Core-binding factor subunit beta …;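 active means mean inhibition across duplicate retests at 20 µM reaching about 50%, limit read from the data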;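 further: 0% = DMSO wells and 100% = wells with excess untagged CBFb-SMMHC; inhibitors lower the FRET ratio by blocking Runt binding to CBFb-SMMHC; some results filed as inactive read as strong as hits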
NPY1 pot ag: NPY-Y1 receptor potentiators or agonists, primary screen, cell-based | activation, % at 3.6 µM | NPY-Y1 expressing cells, potentiator/agonist activation | actives 0.37% (n = 220,000) | Neuropeptide Y receptor type 1 (Homo sapiens), P25929; in the data active means activation above about 33%, passing the limit was not always enough;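 further: cells stimulated with NPY at EC10 then isoproterenol at EC100; 0% = low agonist plus stimulus and 100% = saturating agonist plus stimulus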
Target sequence (P25929 whole entry, looked up): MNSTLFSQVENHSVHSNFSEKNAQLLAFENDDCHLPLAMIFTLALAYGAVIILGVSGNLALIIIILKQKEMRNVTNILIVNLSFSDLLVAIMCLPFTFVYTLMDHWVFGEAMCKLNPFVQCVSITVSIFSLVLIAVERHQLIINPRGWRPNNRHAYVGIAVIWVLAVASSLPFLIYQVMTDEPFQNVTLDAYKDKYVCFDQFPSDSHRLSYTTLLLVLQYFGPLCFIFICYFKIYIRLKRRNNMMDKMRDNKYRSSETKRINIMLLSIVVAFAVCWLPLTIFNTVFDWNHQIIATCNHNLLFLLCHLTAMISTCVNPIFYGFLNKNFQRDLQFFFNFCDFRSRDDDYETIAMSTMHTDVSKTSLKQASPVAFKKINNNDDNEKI
Runt-CBFb FRET: inhibitors of RUNX1 Runt–CBFb binding, primary screen, biochemical, FRET, Cerulean-Runt, Venus-CBFb, uHTS; inhibition, % at 20 µM; actives 0.46% (n = 220,000); AID 1496, 2009; Runt-related transcription factor 1 (Homo sapiens) + Core-binding factor subunit beta …; Cerulean-Runt/Venus-CBFb FRET ratio 530/480, 1 h;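 active means inhibition over about 50% at 20 µM in the single-dose screen, limit read from the data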;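 further: 0% = DMSO wells and 100% = excess unlabeled CBFb competitor control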
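test system = Cerulean-tagged RUNX1 Runt domain (FRET donor) fusion protein | reagent = Venus-CBFb binding partner, 100 nM | incubation = protein complex preformed 1 h, compound exposure 1 h, room temperature, dark | detection = FRET fluorescence | read-out basis = loss of energy transfer signal | controls = 5 µM unlabeled CBFb as full-inhibition high control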
NPY-Y2 PAM-ag: NPY-Y2 potentiators or agonists, primary screen, cell-based | cells expressing NPY-Y2, potentiator/agonist read-out | actives 0.45% (n = 220,000) | Neuropeptide Y receptor type 2 (Homo sapiens), P49146 | activation, % at 3.6 µM | AID 1359, 2008; in the data active means activation above about 27%;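 further: cells stimulated with NPY near EC25 plus isoproterenol at EC100; 0% = vehicle plus submaximal agonist and 100% = vehicle plus saturating agonist; some results beyond the cut were filed as inactive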
NPY-Y1 antag: NPY-Y1 receptor antagonists, primary screen, cell-based. inhibition, % at 3.6 µM. actives 1% (n = 200,000). HEK293-CNG Y1 cells, membrane potential fluorescence; NPY at EC95, then isoproterenol;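 active means inhibition above the campaign mean inhibition of all tested compounds plus 3 SD, cut at about 20% in these data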;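 further: 0% = DMSO wells given NPY plus isoproterenol and 100% = isoproterenol alone without NPY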
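Assay system: HEK293 cells with Y1 receptor plus CNG channel | Probe or stimulus: NPY (25 nM), isoproterenol (1 µM), Ro 20-1724 (25 µM) | Timing: Compound incubation 1 h at room temperature, readout 45 min post-stimulation | Measured by: Membrane-potential fluorescent dye readout | Benchmarks: High control isoproterenol alone, low control NPY with isoproterenol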
RBBP9 inhibitor: human RBBP9 inhibitors, primary screen, biochemical, fluorescence polarization, FP-Rh probe, HTS; Serine hydrolase RBBP9 (Homo sapiens), O75884; recombinant RBBP9; inhibition, % at 7.94 µM; actives 0.2% (n = 220,000);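 active means inhibition above the campaign mean of all tested compounds plus 3 SD, cut at about 14% in these data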;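 further: plate controls were DMSO wells with RBBP9 for no effect and wells lacking RBBP9 protein for full effect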
Target sequence (O75884 whole entry, looked up): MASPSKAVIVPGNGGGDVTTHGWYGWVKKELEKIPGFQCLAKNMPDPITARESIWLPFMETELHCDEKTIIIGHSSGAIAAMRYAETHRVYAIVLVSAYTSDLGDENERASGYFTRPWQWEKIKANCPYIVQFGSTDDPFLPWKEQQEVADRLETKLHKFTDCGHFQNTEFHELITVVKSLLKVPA
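Measured by – fluorescence polarization · Test system – RBBP9 protein · Input – 2.5 µM RBBP9 dispensing solution, before mixing · Measure – percent inhibition from mP, scaled between DMSO and no-protein wells · Benchmarks – DMSO-treated enzyme wells and wells lacking RBBP9 · Times – preincubation 30 min plus labeling 45 min at 25 °C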
MDM2 E3 inh: MDM2-luciferase reporter signal enhancers, primary screen, MDM2 E3 ligase inhibitor project, cell-based, luminescence, 1536-well. cell-based MDM2 ubiquitination luciferase reporter, 2 h; 0 = plate control, 100 = twice control, blank-subtracted. signal enhancement, % at 5 µM. actives 0.11% (n = 210,000). AID 1230, 2008;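 active means signal enhancement of 30% or more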;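 further: luminescence tracks abundance of the self-degrading MDM2-luciferase fusion protein; higher signal means inhibition of MDM2 E3 ligase activity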
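Buffer or medium: Cells held in DMEM | Assay system: Stable mammalian line carrying autodegrading MDM2–luciferase fusion reporter | Quantity: 2000 cells/well | Times: 4 h settle plus 2 h compound, 37 °C | Doses: One concentration, 5 µM, with 0.2% DMSO | Technique: Luminescence with SteadyLite reagent, 15 min at room temperature | Benchmarks: Plate controls and plate blanks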
Hck Nef HTS: inhibitors of Nef-activated human Hck kinase, primary screen, biochemical, Z-Lyte FRET, 384-well, Hck-YEEI | inhibition, % at 20 µM | Recombinant Hck-YEEI plus Nef, Z-Lyte FRET kinase assay | actives 0.68% (n = 220,000) | AID 463187, 2010 | Tyrosine-protein kinase HCK (Homo sapiens), P08631;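 active means Hck-Nef kinase inhibition above about 50%, limit read from the data; inactive means inhibition below that limit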;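 further: 0% = DMSO with Hck plus Nef and 100% = Hck alone without Nef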
Target sequence (P08631 whole entry, looked up): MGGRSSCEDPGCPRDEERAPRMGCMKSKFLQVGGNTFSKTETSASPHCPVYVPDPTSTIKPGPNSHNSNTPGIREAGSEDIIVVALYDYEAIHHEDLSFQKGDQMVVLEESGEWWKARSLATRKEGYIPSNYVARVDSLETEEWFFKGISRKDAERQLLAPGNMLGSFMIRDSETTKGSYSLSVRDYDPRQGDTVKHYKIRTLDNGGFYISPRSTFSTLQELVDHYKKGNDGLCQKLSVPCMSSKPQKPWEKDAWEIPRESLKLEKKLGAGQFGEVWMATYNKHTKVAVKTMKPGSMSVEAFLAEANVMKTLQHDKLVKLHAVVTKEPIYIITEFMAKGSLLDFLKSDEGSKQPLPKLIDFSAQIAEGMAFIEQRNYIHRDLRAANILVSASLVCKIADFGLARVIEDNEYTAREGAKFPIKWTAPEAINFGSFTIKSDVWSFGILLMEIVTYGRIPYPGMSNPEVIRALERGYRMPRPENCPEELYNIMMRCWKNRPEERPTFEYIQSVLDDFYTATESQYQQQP
p97 inhibitor: inhibitors of human p97 ATPase, primary screen, biochemical; recombinant p97 ATPase, Kinase-Glo ATP luminescence, 3 h; inhibition, % at 8 µM; actives 0.42% (n = 220,000); AID 1481, 2009; in the data active means inhibition above about 15%;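 further: 0% = DMSO vehicle and 100% = wells lacking enzyme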
An asterisk follows results filed as active; x = not tested or not shown.

SMILES | Runt-SMMHC FRET | NPY1 pot ag | Runt-CBFb FRET | NPY-Y2 PAM-ag | NPY-Y1 antag | RBBP9 inhibitor | MDM2 E3 inh | Hck Nef HTS | p97 inhibitor
Cc1ccc(NC(=O)CCC(=O)c2ccc(F)cc2)cc1Cl | -2 | -36 | -3 | -16 | 1 | -9 | -10 | 0 | -2
COC(C(=O)Nc1c(F)cccc1F)c1ccccc1 (centres undefined) | 2 | 3 | 0 | -5 | -3 | 9 | -8 | 11 | 4
O=C(Nc1cccc(Cl)c1)OCc1cncs1 | 2 | 5 | 0 | 2 | -5 | -6 | -17 | 0 | -2
Cc1cc2c(=O)[nH]c(Cc3ccccc3)nc2s1 | 2 | 0 | -2 | -3 | -6 | -5 | -11 | 0 | 4
O=C(Nc1ccccc1)Nc1c(F)cccc1F | -2 | 5 | 1 | 7 | -2 | 1 | -8 | 17 | 6
COCCn1c(=S)[nH]c2cc(C(=O)NCC3CCCO3)ccc2c1=O (centres undefined) | -4 | 10 | -1 | 15 | -3 | 0 | -1 | 4 | 3
O=C(NCc1ccc(Cl)cc1)c1ccc2nc[nH]c2c1 | 7 | 7 | -3 | 22 | 3 | -9 | -10 | 3 | 2
O=C(Nc1ccccc1)O/N=C/c1ccncc1 | 0 | 9 | 1 | -20 | 4 | 6 | 0 | 0 | 4
Cc1cccc(/C(N)=N/OC(=O)COc2ccc(Cl)cc2)c1 | -8 | -14 | -2 | -9 | 1 | -5 | -32 | 21 | 4
COc1ccccc1CNC(=O)C/C(C)=N/NC(=O)Cc1ccc(OC)c(OC)c1 | 0 | 4 | -1 | -4 | 0 | -10 | -3 | 3 | -3
N#C/C(=C/c1ccc(CNC(=O)C(=O)Nc2cc(Cl)cc(Cl)c2)o1)C(=O)NCc1cccnc1 | -8 | -23 | -10 | -5 | 4 | -3 | -10 | 3 | 4
O=c1c2ccccc2nc(COc2ccccc2)n1/N=C/c1ccc(O)cc1O | 12 | -7 | 12 | -3 | x | -7 | -10 | 5 | 1
O=C(CCS(=O)(=O)c1ccc(Cl)cc1)Nc1ccc(N2CCOCC2)cc1 | -1 | -1 | -1 | 10 | x | -3 | -10 | 16 | 0
O=C(c1ccccc1)N1N=C(c2ccccc2)CC1c1ccc2nccnc2c1 (centres undefined) | -2 | 14 | -8 | 2 | 7 | -5 | -10 | 2 | 1
Cc1ccc(OCC(=O)NNC(=O)C(=O)N2CCCC2)c(C)c1 | 2 | -25 | 0 | -24 | 12 | -3 | -13 | -2 | -1
COc1ccc(NC(=O)CN2CCN(S(=O)(=O)c3ccc(F)cc3)CC2)cc1Cl | -23 | -13 | -2 | 2 | 0 | -6 | -5 | 3 | 1
Cc1cc(C)c(C(=O)Nc2ccc(Br)c(C(F)(F)F)c2)c(C)c1 | 0 | -34 | -1 | -20 | 28* | -15 | 4 | 7 | 6
O=C(NCc1ccco1)C(=O)c1cn(CC(=O)N2CCCCCC2)c2ccccc12 | -1 | 10 | 0 | -3 | 7 | -7 | -15 | 19 | 3
C=CCn1c(SCC(=O)c2ccc(OC)cc2)nnc1-c1cc2cccc(OC)c2o1 | -4 | -15 | 0 | -9 | 0 | -8 | 5 | -1 | -1
CCn1cc(C(=O)OCC(=O)NCc2ccc3c(c2)OCO3)c(=O)c2ccc(C)nc21 | 1 | -24 | -2 | -13 | 11 | -3 | -5 | 1 | 0
CC(=O)c1ccc(NC(=S)NCc2ccco2)cc1 | 1 | 22 | 15 | 7 | -5 | 5 | -1 | 15 | 6
CCOc1ccc(OCC)c(NC(=O)CCCN2C(=S)NC(C)(C)CC2C)c1 (centres undefined) | -5 | -19 | 0 | 7 | 5 | -5 | 11 | 2 | 1
Oc1ccccc1/C=N/[n+]1ccccc1 | 2 | 22 | -12 | -16 | x | 0 | -7 | 13 | 7
CCCNC(=O)c1cn(CC)c2cc(N3CCN(C)CC3)c(F)cc2c1=O | 4 | -10 | 0 | -13 | -4 | -7 | -20 | 1 | -5
O=C(NC1(C(F)(F)F)NC(=O)N(c2ccc(F)cc2)C1=O)c1ccncc1 (centres undefined) | -3 | 3 | -1 | 3 | 3 | 2 | -24 | 2 | 0

Further records.
SMILES | Runt-SMMHC FRET | NPY1 pot ag | Runt-CBFb FRET | NPY-Y2 PAM-ag | NPY-Y1 antag | RBBP9 inhibitor | MDM2 E3 inh | Hck Nef HTS | p97 inhibitor
CCS(=O)(=O)N1CCC(C(=O)N2CCN(Cc3ccccc3)CC2)CC1 | 0 | 12 | -2 | 3 | -3 | -1 | -18 | 20 | 3
O=[N+]([O-])c1ccc(Cl)c(CN2CCSCC2)c1 | -1 | -19 | 0 | 7 | 3 | -5 | 0 | 3 | 6
CCOC(=O)c1ccc(N2C(=O)c3n[nH]c(-c4ccco4)c3C2c2cccc([N+](=O)[O-])c2)cc1 (centres undefined) | 1 | -30 | 28 | -49 | 14 | -11 | -10 | 3 | 3
Cn1nnc(C(O)CN2CCOCC2)n1 (centres undefined) | 1 | 2 | 1 | -7 | 1 | -6 | 17 | 0 | -1
COc1ccc(S(=O)(=O)N2CCN(C(=O)c3cccc(Cl)c3)CC2)cc1 | 2 | 18 | 1 | -10 | -5 | 1 | -16 | -10 | -5
Nc1nc2n(n1)C(c1ccco1)CC(c1ccc(Cl)cc1Cl)N2 (centres undefined) | 3 | 27 | 0 | 0 | 1 | -6 | 3 | -1 | 8
COCc1nnc(NC(=O)c2ccc(S(=O)(=O)N(C)c3ccccc3)cc2)o1 | 0 | -22 | 1 | -5 | 2 | 5 | -10 | 19 | 5
COc1cc(N2CCCC2)c(OC)cc1/C=C(/C#N)c1ccc(F)cc1 | -92 | -16 | -35 | 4 | -1 | -12 | -4 | 0 | -5
O=C(OC(C(=O)NC1CCCC1)c1ccncc1)C1=Cc2ccccc2OC1 (centres undefined) | 3 | 16 | 0 | 13 | -1 | -3 | 20 | 0 | 1
Cc1ccc(N2C(=O)C3Sc4[nH]c(=O)sc4C(c4ccccc4)C3C2=O)cc1 (centres undefined) | 1 | 10 | 1 | 13 | -1 | -4 | -7 | 0 | 1
CCCc1nc2c(=O)n(C)c(=O)[nH]c2n1CCC | 0 | 34 | 1 | 4 | 8 | 1 | -13 | -2 | -6
O=C1CCN(C(=O)/C=C/c2ccccc2)c2ccccc21 | -2 | 10 | 1 | -1 | 5 | 1 | -4 | 1 | 2
COc1ccccc1NC(=S)NCc1ccc2c(c1)OCO2 | 5 | -27 | 1 | -5 | 6 | -6 | x | 2 | 6
O=C(CSc1nnc(NC(=O)c2ccccc2C(=O)O)s1)Nc1ccccc1Cl | 2 | 9 | 0 | 8 | 0 | -3 | -12 | 23 | 5
COCCn1c(Sc2ccccc2)nc2c1c(=O)[nH]c(=O)n2C | 4 | 9 | 1 | 19 | -7 | 8 | -21 | 0 | 2
Cc1ccc(-n2c(SCC(=O)c3c(N)n(C)c(=O)n(C)c3=O)nc3sc4c(c3c2=O)CCCC4)c(C)c1 | -5 | -31 | -3 | -2 | 8 | -12 | -14 | -2 | -6
Cc1cccc(OCCCn2c(CO)nc3ccccc32)c1 | 3 | -23 | 2 | -23 | x | -5 | -15 | 3 | -8
O=C(Nc1cccc2c1C(=O)NC2=O)c1ccc(N2C(=O)CCC2=O)cc1 | -1 | 19 | -1 | 7 | 13 | 2 | -4 | -7 | 4
CCCc1cc(Nc2cccc(OC)c2)n2ncnc2n1 | 3 | 7 | 0 | 9 | -7 | -4 | -12 | 2 | 3
CCCCSc1nc2c(c(=O)[nH]1)CCC2 | -3 | -22 | -2 | 7 | -3 | -8 | -5 | 1 | 5
O=C(Cn1cnc2c(nnn2Cc2ccc(F)cc2)c1=O)NC1CCCC1 | 0 | -18 | -3 | 2 | -3 | -7 | -24 | 2 | 1

Three of the entries above in order of their number in p97 inhibitor, low to high:
SMILES | Runt-SMMHC FRET | NPY1 pot ag | Runt-CBFb FRET | NPY-Y2 PAM-ag | NPY-Y1 antag | RBBP9 inhibitor | MDM2 E3 inh | Hck Nef HTS | p97 inhibitor
O=C1CCN(C(=O)/C=C/c2ccccc2)c2ccccc21 | -2 | 10 | 1 | -1 | 5 | 1 | -4 | 1 | 2
O=C(Nc1ccccc1)O/N=C/c1ccncc1 | 0 | 9 | 1 | -20 | 4 | 6 | 0 | 0 | 4
Nc1nc2n(n1)C(c1ccco1)CC(c1ccc(Cl)cc1Cl)N2 (centres undefined) | 3 | 27 | 0 | 0 | 1 | -6 | 3 | -1 | 8

Structural class: the entries above containing an aryl methoxy group (7)
SMILES | Runt-SMMHC FRET | NPY1 pot ag | Runt-CBFb FRET | NPY-Y2 PAM-ag | NPY-Y1 antag | RBBP9 inhibitor | MDM2 E3 inh | Hck Nef HTS | p97 inhibitor
COc1ccccc1CNC(=O)C/C(C)=N/NC(=O)Cc1ccc(OC)c(OC)c1 | 0 | 4 | -1 | -4 | 0 | -10 | -3 | 3 | -3
COc1ccc(NC(=O)CN2CCN(S(=O)(=O)c3ccc(F)cc3)CC2)cc1Cl | -23 | -13 | -2 | 2 | 0 | -6 | -5 | 3 | 1
C=CCn1c(SCC(=O)c2ccc(OC)cc2)nnc1-c1cc2cccc(OC)c2o1 | -4 | -15 | 0 | -9 | 0 | -8 | 5 | -1 | -1
COc1ccc(S(=O)(=O)N2CCN(C(=O)c3cccc(Cl)c3)CC2)cc1 | 2 | 18 | 1 | -10 | -5 | 1 | -16 | -10 | -5
COc1cc(N2CCCC2)c(OC)cc1/C=C(/C#N)c1ccc(F)cc1 | -92 | -16 | -35 | 4 | -1 | -12 | -4 | 0 | -5
COc1ccccc1NC(=S)NCc1ccc2c(c1)OCO2 | 5 | -27 | 1 | -5 | 6 | -6 | x | 2 | 6
CCCc1cc(Nc2cccc(OC)c2)n2ncnc2n1 | 3 | 7 | 0 | 9 | -7 | -4 | -12 | 2 | 3

From PubChem BioAssay
